# Screens (PubChem BioAssay)
# GLP1R ag – qHTS of GLP-1 Receptor Agonists; Glucagon-like peptide 1 receptor (Homo sapiens), P43220; HEK293 GLP-1R CRE-luciferase, luminescence, 4-6 h; cells express a hypersensitive GLP-1R form; Potency, µM (titrated, usually from 45.6 µM), without a hit: at the highest dose activation, actives largely listed as activators; 0.007% of 380,000 active; AID 624172, 2012; further: potency means the concentration at half of the fitted maximal effect; % of control where 0% means no effect
# Target sequence (P43220 whole entry, looked up): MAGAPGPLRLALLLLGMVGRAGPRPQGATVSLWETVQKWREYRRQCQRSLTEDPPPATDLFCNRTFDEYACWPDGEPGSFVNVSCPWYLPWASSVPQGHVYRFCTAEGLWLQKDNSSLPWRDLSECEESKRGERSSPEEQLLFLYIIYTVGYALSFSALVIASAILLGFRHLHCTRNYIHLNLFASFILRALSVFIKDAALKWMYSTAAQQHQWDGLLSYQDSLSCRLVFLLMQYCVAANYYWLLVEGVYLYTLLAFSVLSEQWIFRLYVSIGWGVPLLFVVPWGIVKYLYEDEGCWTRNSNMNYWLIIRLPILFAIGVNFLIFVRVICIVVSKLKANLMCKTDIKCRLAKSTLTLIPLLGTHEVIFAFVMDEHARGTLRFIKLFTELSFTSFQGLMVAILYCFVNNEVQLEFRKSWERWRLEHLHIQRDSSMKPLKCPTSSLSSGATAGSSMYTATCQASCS
# HT1080 IDH1KD tx – qHTS for induction of synthetic lethality in tumor cells producing 2HG: qHTS for the HT-1080-IDH1KD cell line; HT-1080 IDH1 knockdown viability, ATP luminescence, 48 h; Potency, µM (series often up to 46.1 µM), for the others: at the top dose activity, negative = toxicity, usual class: cytotoxic; 2% of 360,000 active;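 further: potency means the concentration at half of the fitted maximal effect; 0% = DMSO wells and -100% = cell-free medium wells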
#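 CellTiter-Glo luminescence after 48 h compound exposure at 37 degrees C of IDH1-knockdown HT-1080 cells in 5% FBS RPMI. %Activity scaled between DMSO wells and cell-free media wells, with curves fitted and assigned curve classes.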
# SW480 rerep – A quantitative high throughput screen for small molecules that induce DNA re-replication in SW480 colon adenocarcinoma cells | SW480 DNA re-replication, Hoechst DNA content imaging, 48 h | Potency, µM (doses to about 46.1 µM), for inactives: top-dose re-replication activation, hits mostly activators | 1.8% of 340,000 active | AID 624297, 2012; further: potency means the concentration at half of the fitted maximal effect; % of control where 0% means no effect; nearly all actives have a fitted effect of over 55% in size
#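 Cells (250 per well) received 23 nL compound or DMSO by pin tool and were kept 48 hr at 37 C, 5% CO2. Nuclei were then stained with Hoechst for 40 min and scanned for DNA content.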
# KB-V1 cytotox – qHTS assay for MDR1-selective chemotherapeutics: Primary screen using the drug-selected MDR subline cells KB-V1. KB-V1 MDR cells viability, CellTiter-Glo, 72 h. Potency, µM (top dose mostly 46.1 µM), for inactives: at the top dose activity change, negative = cytotoxicity, most hits filed as cytotoxic. 3.4% of 400,000 active. AID 1347076, 2019; further: potency means the concentration at half of the fitted maximal effect; on the % scale 0 is the no-effect control and ±100 the full control effect; nearly all actives have a fitted effect of over 60% in size
#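 Cytotoxicity toward P-gp-expressing KB-V1 cells was determined as loss of CellTiter-Glo luminescence after 72 h at 37 degrees C. Compounds were tested in quantitative HTS format across a concentration range, with curves fitted to normalized data.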
# D3 antag – qHTS of D3 Dopamine Receptor Antagonist: qHTS; D3R cells, DiscoveRx beta-arrestin luminescence, antagonist mode; hits give low values; max response, negative = inhibition, %; 2.5% of 360,000 active; AID 652054, 2013; in the data active means max response below about -50%; inconclusive means no clear call, values can overlap the other calls; further: on the % scale 0 is the no-effect control and ±100 the full control effect; mostly tested at two doses, the higher about 12 µM
# Target sequence (P35462 whole entry, looked up): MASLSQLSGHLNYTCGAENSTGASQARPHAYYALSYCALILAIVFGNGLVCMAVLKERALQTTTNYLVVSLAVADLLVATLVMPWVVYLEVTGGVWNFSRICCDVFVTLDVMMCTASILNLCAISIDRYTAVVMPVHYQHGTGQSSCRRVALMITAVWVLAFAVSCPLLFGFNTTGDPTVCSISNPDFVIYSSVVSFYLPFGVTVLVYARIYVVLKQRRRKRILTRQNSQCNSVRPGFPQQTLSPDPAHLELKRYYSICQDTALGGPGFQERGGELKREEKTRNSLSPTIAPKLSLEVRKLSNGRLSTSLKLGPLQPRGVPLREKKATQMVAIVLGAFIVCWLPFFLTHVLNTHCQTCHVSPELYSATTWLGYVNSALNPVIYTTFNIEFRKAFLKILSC
#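 Cells expressing the human receptor were seeded at 1500 cells/well, incubated overnight at 37 degrees C in 5% CO2, then exposed to library compounds with dopamine controls for 90 minutes at 37 degrees C before luminescent detection.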
# IL1B secr inh – qHTS for Inhibitors of Inflammasome Signaling: IL-1-beta AlphaLISA Primary Screen; THP-1 LPS/ATP IL-1B secretion, AlphaLISA, 16 h; hits give low values; activity change, % at 57.5 µM; 4.7% of 360,000 active; AID 743279, 2014; in the data active means activity change below about -50%; inconclusive means mostly about -30% to -49%; further: on the % scale 0 is the no-effect control and ±100 the full control effect
#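 THP-1 cells pretreated 1 hr with compounds (up to 57.5 uM final), then stimulated with LPS (250 ng/mL final) plus ATP (1.25 mM final); secreted IL-1B measured by AlphaLISA after 16 hr, decreased signal indicating inhibition.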
# KB-3-1 tox – qHTS assay for MDR1-selective chemotherapeutics: Primary screen using the parental adenocarcinoma cell KB-3-1 | KB-3-1 viability, CellTiter-Glo ATP luminescence, 72 h | Potency, µM (series often up to 46.1 µM), for inactives: at the top dose activity change, negative = cytotoxic, actives largely listed as cytotoxic | 1.4% of 400,000 active | AID 1347075, 2019; further: potency means the concentration at half of the fitted maximal effect; on the % scale 0 is the no-effect control and ±100 the full control effect; nearly all actives have a fitted effect of over 60% in size
#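 Luminescent ATP read-out (CellTiter-Glo) measures survival of drug-naive KB-3-1 cells after 72 h compound exposure at 37 °C. Titration series was screened from lowest to highest concentration, with DMSO vehicle plates as background controls.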
# D3 ag – qHTS of D3 Dopamine Receptor Agonist: qHTS | D3R DiscoveRx beta-arrestin cells, luminescence, 90 min | D(3) dopamine receptor (Homo sapiens), P35462 | AID 652048, 2013 | 0.58% of 410,000 active | max activation, %; in the data active means max activation above about 30%; further: 0% is about no effect; mostly tested at two doses, the higher about 12 µM
#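 Agonist-mode cell screen: cells plated at 1500/well and incubated overnight at 37 °C, then exposed to library compounds for 90 min at 37 °C. Detection reagent was added for 30–60 min at room temperature, and luminescence was read.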
# HT1080-NT tox – qHTS for induction of synthetic lethality in tumor cells producing 2HG: qHTS for the HT-1080-NT fibrosarcoma cell line | HT-1080-NT fibrosarcoma viability, CellTiter-Glo ATP luminescence, 48 h | Potency, µM (titrated, usually from 46.1 µM), without a hit: at the top dose activity, negative = less viability, actives largely listed as cytotoxic | 1.6% of 360,000 active | AID 686970, 2013;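 further: NT is the 2HG producing partner of a matched IDH1 knockdown line; potency means the concentration at half of the fitted maximal effect; 0% = DMSO-treated cells and -100% = media-only wells without cells; nearly all actives have a fitted effect of over 55% in size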
#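 750 cells/well, RPMI + 5% FBS; 2 h settle, compound pin-transfer, 48 h at 37 degrees C. CellTiter-Glo 10 min RT, luminescence. Normalized to DMSO and media-only wells.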
# * = called active by the depositor; ? = inconclusive; · = no result given; [ ] = remark or other dose. Unless noted, the call rests on the fitted dose curve; in most records, active means well fitted curve in the direction sought with a large enough effect; inconclusive means small, poorly fitted or top-dose-only effect, or another doubt; inactive means no such curve, though single readings can be large; an effect the other way counts as inactive or inconclusive.
SMILES,GLP1R ag,HT1080 IDH1KD tx,SW480 rerep,KB-V1 cytotox,D3 antag,IL1B secr inh,KB-3-1 tox,D3 ag,HT1080-NT tox
Cc1ccc2c(c1)C1CN(C)CCC1N2C(=O)c1cccc(S(=O)(=O)N(C)C)c1 (stereo not drawn),1%,12%,1%,?,-15,0,1%,-7,-7%
CN(C)c1ccc(N2C(=NC(=O)COc3ccccc3)SC3CS(=O)(=O)CC32)cc1 (stereo not drawn),6%,2%,20%,-8%,-21,0,2%,-12,2%
COCCOc1cc(NC(=O)c2sccc2Oc2ccc([N+](=O)[O-])cc2F)c(Cl)cc1Cl,-19%,-15%,?,?,46,-14,?,7,-13%
COc1cc2oc3ccc(C#Cc4ccc(N)cc4)cc3c(=O)c2cc1OC,13%,-7%,0%,14%,53,-23,-1%,25,-18%
CCC(CC)C(=O)c1c[nH]c(C(=O)N2CCN(c3ccc(OC)cc3)CC2)c1,-3%,3%,-5%,3%,-15,-11,0%,3,2%
CCOC(=O)c1csc(NC(=O)CCSc2ccccc2)n1,8%,-3%,-50%[inhibitor],?,-5,7,-22%,0,-2%
COc1ccc(S(=O)(=O)N(C)C[C@H]2Oc3ncc(Br)cc3C(=O)N([C@@H](C)CO)C[C@@H]2C)cc1,9%,11%,·,13%,-20,29,?,-6,-13%
CCOc1ccc(C2C(C#N)=C(N)Oc3cc(O)ccc32)cc1OCC (stereo not drawn),-1%,-18%,3%,-4%,-11,50,-2%,3,0%
O=C(C(=O)N1CCN(c2ccncc2)CC1)c1cccc(Br)c1,·,2%,·,?,4,32,-5%,-9,-1%
CCOc1cc(/C=C2\SC(=S)N(NS(=O)(=O)c3ccccc3)C2=O)ccc1O,-5%,0%,5%,-3%,-15,-11,-1%,-8,0%
O=S(=O)(CCN1CCCCC1)CCS(=O)(=O)CCN1CCCCC1,0%,15%,?,0%,6,-71*,0%,-4,16%
COc1ccc(OCC(O)Cn2c(=N)n(Cc3ccccc3)c3ccccc32)cc1 (stereo not drawn),-20%,11µM*,?,?,-13,-97*,?,2,?
Cc1cc(-c2cccnc2)c(C#N)c(SCc2cccc(F)c2)n1,1%,?,0%,12µM*,16,7,-25%,-17,-13%
CCc1c(C)sc(NC(=O)C2CC(c3c(F)cccc3Cl)=NO2)c1C#N (stereo not drawn),-2%,-16%,?,-8%,11,-18,?,7,0%
CCn1c(SCC(=O)Nc2ccc(C(C)=O)cc2)nnc1C1CC1,1%,25%,-7%,-12%,3,23,0%,-7,26%
CCN(C(=O)CSc1nnc(-c2ccccc2)o1)c1c(N)n(Cc2ccccc2)c(=O)[nH]c1=O,5%,2%,0%,0%,10,27,12%,-7,-2%
Cc1ccc(C(C)NC(=O)c2ccco2)cc1C (stereo not drawn),-3%,0%,5%,?,?,3,2%,-10,-5%
COC(=O)c1cc(NC(=O)c2c(-c3c(Cl)cccc3Cl)noc2C)ccc1N1CCOCC1,0%,-1%,-1%,-12%,3,3,1%,4,5%
CCOc1ccc(S(=O)(=O)Nc2ccc(Cl)cn2)c(C)c1C,-14%,-8%,-7%,23µM*,22,34,?,9,-14%
COc1ccc(C(=O)Nc2nc(CC(=O)NCc3c(F)cccc3F)cs2)cc1,19%,-4%,·,-9%,33,3,-12%,4,-2%

# Structural class, those above with fluorine (four)
SMILES,GLP1R ag,HT1080 IDH1KD tx,SW480 rerep,KB-V1 cytotox,D3 antag,IL1B secr inh,KB-3-1 tox,D3 ag,HT1080-NT tox
COCCOc1cc(NC(=O)c2sccc2Oc2ccc([N+](=O)[O-])cc2F)c(Cl)cc1Cl,-19%,-15%,?,?,46,-14,?,7,-13%
Cc1cc(-c2cccnc2)c(C#N)c(SCc2cccc(F)c2)n1,1%,?,0%,12µM*,16,7,-25%,-17,-13%
CCc1c(C)sc(NC(=O)C2CC(c3c(F)cccc3Cl)=NO2)c1C#N (stereo not drawn),-2%,-16%,?,-8%,11,-18,?,7,0%
COc1ccc(C(=O)Nc2nc(CC(=O)NCc3c(F)cccc3F)cs2)cc1,19%,-4%,·,-9%,33,3,-12%,4,-2%

# Further entries
SMILES,GLP1R ag,HT1080 IDH1KD tx,SW480 rerep,KB-V1 cytotox,D3 antag,IL1B secr inh,KB-3-1 tox,D3 ag,HT1080-NT tox
CC(C)(C)Nc1c(N)c(=O)oc2ccccc12,20%,-8%,-4%,-10%,-19,-7,-2%,-3,-3%
CCCN1C(=O)NC2(O)C(=O)c3ccccc3C12O (stereo not drawn),2%,11%,-7%,-2%,2,7,0%,0,7%
Cn1cc(Cl)c(C(=O)N2CCN(c3ncccn3)CC2)n1,-8%,15%,-6%[9.22 µM],15%,6,4,15%,0,17%
CC1CN(S(=O)(=O)c2cccc(C(=O)Nc3ccc(S(=O)(=O)NC4=NCCCCC4)cc3)c2)CC(C)O1 (stereo not drawn),8%,-1%,0%,1%,-17,20,0%,-16,-8%
CCOC(=O)CSc1nnc(-c2ccc(S(=O)(=O)N3CCC(C)CC3)cc2)o1,-7%,14%,-6%,1%,23,16,1%,2,5%
Nc1nc(NCc2ccccc2Cl)n(-c2ccccc2)n1,-1%,0%,-9%,0%,16,-3,0%,1,15%
C/C(=N\NC(=O)c1[nH]c2c([N+](=O)[O-])cc(C)cc2c1-c1ccccc1)c1cccnc1,6%,0%,0%,-3%,-2,-21,-29%,-1,-8%
COc1ccc(C(C)=O)cc1CS(=O)(=O)CC(=O)O,1%,14%,-7%,-10%,-16,0,-1%,-8,1%
Cc1ccc(NC(=O)c2ccc(Nc3c([N+](=O)[O-])cc([N+](=O)[O-])cc3[N+](=O)[O-])cc2)cc1,-22%,?,?,?,-77*,-103*,-3%,-16,-24%
CC(=O)c1ccc(Oc2cc(C)nc(NCc3ccccc3)n2)cc1,22%,5%,-5%,16µM*,21,21,?,5,-2%
Clc1ccccc1-c1nnc2sc(-c3ccncc3)nn12,12%,4%,-3%,16%,-10,-30,8%,3,8%
Cc1cc(NC(=O)Nc2cc(F)ccc2F)no1,0%,-2%,-10%,3%,?,34,?,-4,1%
O=C(CSc1ccccc1)N(c1ccc(Br)cc1)c1nccs1,13%,-2%,?,14%,-25,-11,-10%,-4,-3%
C/C(=N/NC(=O)CN1CCN(S(=O)(=O)c2ccc(C)cc2)CC1)c1ccco1,8%,-1%,-19%,0%,0,59,13%,-11,?
COc1cc(C2/C(=C(\O)c3cc(C)ccc3C)C(=O)C(=O)N2CCN(C)C)ccc1O (stereo not drawn),-5%,14%,-6%,0%,-10,21,2%,-1,20%
COc1ccc(Cl)cc1Nc1cc(C)nc2nc(C)nn12,-4%,-4%,-16%,-6%,-11,-19,4%,-7,12%
CCOC(=O)CCCNC(=O)COC(=O)c1ccc(O)cc1,-1%,1%,1%,22%,6,9,-14%,-1,0%
O=c1c2sc3ccccc3c2n(Cc2cccc(C(F)(F)F)c2)c(=O)n1Cc1ccccc1,2%,·,·,-8%,·,·,-12%,7,·
O=C(NCc1ccccc1)C(c1ccc(-c2ccccc2)cc1)n1c(=O)c(-c2ccco2)nc2ccccc21 (stereo not drawn),·,?,·,-2%,-2,-3,1%,0,?
O=C(O)c1ccc(N2CCCCCC2)c(N2C(=O)c3ccccc3C2=O)c1,-3%,15%,-7%,2%,?,12,6%,3,17%
Cc1ccc(CNC(=O)CCNS(=O)(=O)c2ccc3c(c2)CCCC(=O)N3)cc1,9%,·,·,-7%,·,·,-3%,-2,·
CCCOC(=O)Oc1ccc2c(=O)c(Oc3cc(C)cc(C)c3)coc2c1,0%,-10%,-2%,-3%,-4,8,-7%,0,-18%
CSc1nnc2c(n1)OC(c1ccccn1)N(C(C)=O)c1ccccc1-2 (stereo not drawn),0%,19%,-17%,-2%,1,0,-15%,-4,23%
O=C(Nc1ccccc1Cl)c1cc2c(-c3ccccc3)nn(-c3ccccc3)c2s1,-4%,·,·,-8%,·,·,16%,5,·
CCOc1ccc(N2CC(C(=O)Nc3cccc(S(=O)(=O)N4CCCCC4)c3)CC2=O)cc1 (stereo not drawn),5%,-9%,-14%,?,-4,-2,-7%,2,-19%
O=C(CSc1nncn1-c1ccccn1)Nc1cccc(Cl)c1,8%,-13%,-11%,-17%,2,-4,1%,0,1%
Cc1ccc(-c2nn(C)c(=O)c3ccccc23)cc1CN1CCOCC1,21%,-2%,-5%,-16%,-7,11,-10%,-3,-2%
CC(=O)Nc1cccc(C(=O)OCc2csc(CC(=O)Nc3ccccc3C)n2)c1,-5%,-9%,1%,21µM*,4,7,10%,1,0%
Cn1c(=O)n(C)c2cc([N+](=O)[O-])c(N3CCN(S(C)(=O)=O)CC3)cc21,-1%,2%,-7%,-7%,0,-4,-6%,-7,0%
CCN1CCN(Cc2c(O)ccc3c(=O)c(-c4ccc(OC)c(OC)c4)c(C(F)(F)F)oc23)CC1,-1%,0%,-2%,?,-10,17,1%,-12,-1%
O=C(Nc1ccc(N2CCCCC2)c(Cl)c1)c1ccc2c(c1)OCCO2,-12%,?,-2%[9.22 µM],?,28,6,16µM*,2,?
CCn1c(-c2nn(C)cc2Cl)n[nH]c1=S,4%,?,-5%,19%,-19,1,3%,-7,?
O=C(/C=C/c1ccco1)NCCc1ccc(F)cc1,8%,1%,-9%,0%,-11,-19,7%,6,6%
COc1ccc(OCc2nnc3n2N=C(c2ccc(OC)cc2)CS3)cc1,?,-20%,28%,?,9,-14,0%,0,-23%
O=C(Nc1ccnn1C1CCN(Cc2cc(Cl)ccc2O)CC1)c1cccnc1,7%,-2%,-2%,-4%,-9,18,0%,-14,4%
